Screens: PubChem BioAssay, National Center for Advancing Translational Sciences (NCATS)
TDP-43 yeast inh: qHTS of TDP-43 Inhibitors; TDP-43 expressing yeast growth rescue, BacTiter-Glo, 24 h; Potency, µM (titrated, usually from 46.1 µM), without a hit: at the highest dose growth rescue (activation), hits mostly activators; hit rate 1.8% among 410,000; further: potency means the concentration at half of the fitted maximal effect; % of control where 0% means no effect; nearly all actives have a fitted effect of over 50% in size
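Luminescence from BacTiter-Glo reports growth of TDP-43-expressing yeast after 24 hr at 30 deg C with compound. Cells were raffinose-pregrown to mid-log, then seeded in galactose medium at OD600=0.02.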
Abeta yeast res: qHTS for compounds that reverse cellular toxicity of Amyloid beta (A-beta) peptide in yeast: Primary Screen. hit rate 0.063% among 410,000. yeast expressing A-beta42, growth rescue, OD600, 48 h; response scale: 0% DMSO, 100% iron-clioquinol control. Potency, µM (highest dose often 46.1 µM), for the others: at the highest dose growth rescue, usual class: activators; further: potency means the concentration at half of the fitted maximal effect; nearly all actives have a fitted effect of over 55% in size
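Growth rescue measured by 600 nm absorbance after 48 h yeast culture at 30 C with compound. Values normalized between DMSO and an equimolar ferric chloride plus clioquinol control.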
PTHR1 ag: qHTS for PTHR1 Agonists: Primary Screen; HEK293 GP2 PTHR1 cells, GloSensor cAMP luminescence, 1 h; Potency, µM (highest dose often 115 µM), inactives show at the highest dose activation, usual class: activators; hit rate 0.075% among 410,000; AID 743266, 2014; further: potency means the concentration at half of the fitted maximal effect; nearly all actives have a fitted effect of over 55% in size; some results filed as inactive show a strong effect at the top dose; inactives centre near -15; many of its hits are not listed in these tables
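HEK-293-derived GP2 cells expressing PTHR1 and a GloSensor cAMP reporter, 3,000/well, plated overnight, given luciferin plus IBMX (each 0.5 mM as added) for 1 h at 37 °C, then compound for 1 h at 37 °C. Luminescence was read after 15 min at room temperature.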
FUS suppressor: qHTS for Suppressors of FUS Proteinopathy: Primary screen using FUS-linked yeast assay; AID 1347120, 2019; S. cerevisiae FUS-expressing, growth rescue, OD600, 24 h; Potency, µM (highest dose often 76.6 µM), without a hit: top-dose growth rescue (activation), hits mostly activators; hit rate 0.24% among 390,000;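 further: potency means the concentration at half of the fitted maximal effect; plate controls were DMSO vehicle for no effect and reference control for full effect; nearly all actives have a fitted effect of over 55% in size; some results filed as inactive show a strong effect at the top dose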
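Yeast FUS proteinopathy model; galactose-induced FUS (2%), starting OD 0.005. Cpds in dilution series, 24hr, 30C, 99% humidity. Abs 600 nm growth. Pos ctrl CP55940 (top 92uM final); neg ctrl DMSO.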
aSyn rescue: qHTS of alpha-syn Inhibitors | Yeast expressing alpha-synuclein, growth rescue, BacTiter-Glo, 24 h | Potency, µM (doses to about 46.1 µM), for the others: top-dose growth rescue (activation), most hits filed as activators | hit rate 0.14% among 370,000; further: potency means the concentration at half of the fitted maximal effect; % of control where 0% means no effect; nearly all actives have a fitted effect of over 65% in size
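Rescue of yeast growth: cells expressing toxic alpha-synuclein, induced in galactose at OD600 0.02, incubated with compound 24 h at 30 C. ATP luminescence quantified growth; inhibitors of toxicity appear as activators.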
GLP-1R agonist: qHTS of GLP-1 Receptor Agonists; Glucagon-like peptide 1 receptor (Homo sapiens), P43220; AID 624172, 2012; Potency, µM (top dose mostly 45.6 µM), inactives show top-dose activation, hits mostly activators; HEK293 GLP-1R CRE-luciferase, luminescence, 4-6 h; cells express a hypersensitive GLP-1R form; hit rate 0.007% among 380,000; further: potency means the concentration at half of the fitted maximal effect; % of control where 0% means no effect
Target sequence (P43220 whole entry, looked up): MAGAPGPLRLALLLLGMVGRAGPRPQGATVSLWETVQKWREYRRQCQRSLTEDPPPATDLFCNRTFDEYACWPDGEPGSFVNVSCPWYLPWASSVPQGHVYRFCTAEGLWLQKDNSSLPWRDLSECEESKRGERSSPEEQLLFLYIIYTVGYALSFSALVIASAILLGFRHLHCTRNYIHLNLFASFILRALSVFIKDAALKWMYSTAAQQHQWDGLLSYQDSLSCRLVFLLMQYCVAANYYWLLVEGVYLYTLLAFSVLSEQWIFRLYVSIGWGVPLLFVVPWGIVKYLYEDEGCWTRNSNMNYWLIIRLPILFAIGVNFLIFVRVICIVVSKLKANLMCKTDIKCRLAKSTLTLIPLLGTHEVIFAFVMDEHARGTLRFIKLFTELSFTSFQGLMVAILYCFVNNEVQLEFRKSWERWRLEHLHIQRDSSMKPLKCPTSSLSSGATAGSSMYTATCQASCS
GLP1R inv ag: qHTS of GLP-1 Receptor Inverse Agonists (Inhibition Mode). Glucagon-like peptide 1 receptor (Homo sapiens), P43220. HEK293 GLP-1R CRE-luciferase, luminescence, 24 h; GLP-1R form is constitutively active. Potency, µM (doses to about 38.3 µM), for inactives: at the highest dose activity change, negative = inhibition, usual class: inhibitors. hit rate 1.6% among 410,000. AID 624417, 2012; further: potency means the concentration at half of the fitted maximal effect; on the % scale 0 is the no-effect control and ±100 the full control effect; nearly all actives have a fitted effect of over 55% in size
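Seeding at 200 cells/uL, 12 h culture, 24 hr compound treatment, then luciferase reagent and a luminescence read; cells are HEK293 stably expressing a constitutively active GLP-1R plus cAMP-responsive luciferase.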
Akt phos inh: HTS Assay for Inhibitors of Akt Phophorylation: Primary Screen; Neuro2A IGF-stimulated pAkt S473 HTRF, 20 min; active compounds read low; AID 651550, 2012; hit rate 0.32% among 360,000; activity change, % for hits at 50 µM; in the data active means activity change below about -80%; inconclusive means mostly about -51% to -80%; further: on the % scale 0 is the no-effect control and ±100 the full control effect
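Single-point screen (50 µM final compound) in Neuro2A cells stimulated 20 min with 6 nM IGF at 37 deg C. After lysis, Ser473-phosphorylated Akt read by HTRF (ex 330 nm, em 615/665 nm) as the 665/615 ratio.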
D3 antag: qHTS of D3 Dopamine Receptor Antagonist: qHTS; D(3) dopamine receptor (Homo sapiens), P35462; D3R cells, DiscoveRx beta-arrestin luminescence, antagonist mode; active compounds read low; max response, negative = inhibition, %; hit rate 2.5% among 360,000; AID 652054, 2013; in the data active means max response below about -50%; inconclusive means no clear call, values can overlap the other calls; further: on the % scale 0 is the no-effect control and ±100 the full control effect; mostly tested at two doses, the higher about 12 µM
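Cells plated overnight at 1500 cells/well, then exposed to library compounds with dopamine controls for 90 minutes at 37 degrees C. DiscoveRx reagent added for 30–60 minutes at room temperature; luminescence read, quantitative HTS format.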
* marks the source's active call; other numbers are inactive results; i = inactive; ? = inconclusive; & = joins results of further samples. Unless noted, the call rests on the fitted dose curve; in most records, active means well fitted curve in the direction sought with a large enough effect; inconclusive means small, poorly fitted or top-dose-only effect, or another doubt; inactive means no such curve, though single readings can be large; an effect the other way counts as inactive or inconclusive.

SMILES	TDP-43 yeast inh	Abeta yeast res	PTHR1 ag	FUS suppressor	aSyn rescue	GLP-1R agonist	GLP1R inv ag	Akt phos inh	D3 antag
C[C@H](CCC(=O)O)[C@H]1CC[C@H]2[C@@H]3[C@H](O)C[C@@H]4C[C@H](O)CC[C@]4(C)[C@H]3CC[C@]12C	22.4µM*	-17.2%	i	?	6.0%	0.3%	-13.7%	i	25.1
O=C(CCN1CCN(CCO)CC1)N1c2ccccc2Sc2ccc(C(F)(F)F)cc21	13.2%	0.0%	-21.8%	-35.1%	13.4%	-1.2%&1.0%	-31.9%	i	-74.4*

Only part of the results is shown; the hit share may differ from the screen's.
